Source: PubChem BioAssay
Pf growth 48h = P. falciparum growth inhibition at 48 hours (one generation). P. falciparum luciferase growth in erythrocytes, 48 h. Potency, µM (highest dose often 28.7 µM), without a hit: at the highest dose activity change, negative = inhibition, actives largely listed as inhibitors. actives 5.9% (n = 310,000). AID 504832; also: potency is read from the fitted curve at half-maximal effect; % is scaled to controls: 0 for no effect and ±100 for the full control effect
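Erythrocytes infected with P. falciparum carrying an integrated firefly luciferase reporter (2% hematocrit, 0.1% parasitemia final) were exposed to compounds in RPMI 1640 with 0.5% Albumax at 37 C, 5% CO2. Growth inhibition was scored as reduced luminescence.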
HCV inh = HCV inhibition; Huh7.5.1 HCVcc-Cre infection, luciferase reporter, 44 h; Potency, µM (highest dose often 41.8 µM), inactives show at the top dose activity change, negative = inhibition, hits mostly inhibitors; actives 3.4% (n = 340,000); AID 651820; also: potency is read from the fitted curve at half-maximal effect; % is scaled to controls: 0 for no effect and ±100 for the full control effect
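Luciferase read-out (15 sec integration) after a 15 min room-temperature substrate step quantifies HCVcc-Cre infection. Cells, 1,000 per well, had compound added 4 h post-plating, then virus at ~0.5 moi, and were cultured 44 h.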
Shiga inhibitor = Shiga toxin inhibition; Vero cells, Shiga toxin protein synthesis inhibition reporter; inhibition, % at 38.7 µM; actives 9.2% (n = 290,000); in the data active = inhibition mostly above about 28%, no sharp cut-off; inactive = mostly below about 43%; also: 0% is about no effect
Tb PYK inh = T. brucei pyruvate kinase inhibition; Q57TT1; TbPYK enzyme, Kinase-Glo Plus ATP luminescence, 45 min; Potency, µM (top dose mostly 76.8 µM), without a hit: top-dose activity, negative = inhibition, most hits filed as inhibitors; actives 0.12% (n = 410,000); also: potency is read from the fitted curve at half-maximal effect; % is scaled to controls: 0 for no effect and ±100 for the full control effect; nearly all actives have a fitted effect of over 50% in size
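In this concentration-response screen, enzyme-free wells defined baseline while DMSO plates tracked drift. Each reaction combined TbPYK, substrate, compound and 130 uM ADP for 45 min at room temperature. Kinase-Glo Plus luminescence gave the signal.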
CHX counter = affects cycloheximide protein synthesis inhibition readout, counter-screen | cell reporter, cycloheximide protein synthesis inhibition counterscreen | max response, % | actives 12% (n = 300,000) | AID 2314; in the data active = max response mostly above about 13%, no sharp cut-off; inactive = mostly below about 14%; also: read at 38.3 µM for the half of the compounds with a filed dose; 0% is about no effect
Pf growth 96h = P. falciparum growth inhibition at 96 hours; actives 6.9% (n = 320,000); P. falciparum luciferase reporter growth, 96 h; Potency, µM (series often up to 28.7 µM), without a hit: at the highest dose activity change, negative = inhibition, usual class: inhibitors; AID 504834; also: potency is read from the fitted curve at half-maximal effect; % is scaled to controls: 0 for no effect and ±100 for the full control effect
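Compounds incubated with erythrocytes infected by luciferase-expressing P. falciparum (2% hematocrit, 0.05% parasitemia final) for 96 hours, 37 C in 5% CO2. Growth inhibition scored as decreased luciferase luminescence.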
LmPK inhibitor = inhibitors of Leishmania mexicana pyruvate kinase; purified LmPK, Kinase-Glo ATP luminescence, 1 h; Q27686; actives 0.37% (n = 290,000); Potency, µM (doses to about 57.5 µM), inactives show top-dose activity change, negative = inhibition, usual class: inhibitors; also: potency is read from the fitted curve at half-maximal effect; % is scaled to controls: 0 for no effect and ±100 for the full control effect
Target sequence (Q27686 whole entry, looked up): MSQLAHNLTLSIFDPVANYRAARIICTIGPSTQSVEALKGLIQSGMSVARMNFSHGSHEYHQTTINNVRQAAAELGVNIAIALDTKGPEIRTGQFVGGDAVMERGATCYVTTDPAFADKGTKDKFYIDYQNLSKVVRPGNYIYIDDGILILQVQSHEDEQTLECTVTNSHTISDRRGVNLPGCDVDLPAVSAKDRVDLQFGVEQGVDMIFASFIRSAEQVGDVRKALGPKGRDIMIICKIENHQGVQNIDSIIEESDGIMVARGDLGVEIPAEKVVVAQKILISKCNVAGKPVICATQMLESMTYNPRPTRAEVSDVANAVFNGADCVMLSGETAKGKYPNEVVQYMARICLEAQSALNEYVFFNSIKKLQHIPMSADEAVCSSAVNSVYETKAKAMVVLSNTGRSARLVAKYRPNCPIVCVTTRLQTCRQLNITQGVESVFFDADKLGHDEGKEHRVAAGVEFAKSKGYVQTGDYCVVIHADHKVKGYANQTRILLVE
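In 50 mM imidazole pH 7.2 with 7 mM MgCl2, LmPK (0.1 nM) turned over PEP (0.5 mM) and ADP (0.1 mM) for 1 h at room temperature. Luciferase read-out of ATP.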
* marks the source's active call; other numbers are inactive results; ? = inconclusive; · = no result given; [ ] = another dose, or the depositor's remark. Unless noted, calls follow the shape of the dose curve; as a rule, active = well fitted curve in the direction sought with a large enough effect; inconclusive = small, poorly fitted or top-dose-only effect, or another doubt; inactive = no such curve, though single readings can be large; an effect the other way counts as inactive or inconclusive.

SMILES	Pf growth 48h	HCV inh	Shiga inhibitor	Tb PYK inh	CHX counter	Pf growth 96h	LmPK inhibitor
O=C(C1Cc2ccccc2CN1S(=O)(=O)c1cccs1)N1CCCCC1 (configuration not stated)	-7.5%	-17.1%	-2.6	-1.0%	9.5*	·	-6.4%
O=C(CCc1ccc(S(=O)(=O)NC2CCCCC2)cc1)NCc1cccnc1	-11.5%	-0.3%	31.4	4.1%	15.0*	8.4%	0.6%
Cc1ccc(CN(Cc2cccnc2)C(=S)Nc2cc(Cl)ccc2C)cc1	?	-13.0%	-6.6	0.9%	-1.1	?	-9.1%
O=C(O)C(CCCCN1C(=O)C2C3C=CC(C3)C2C1=O)N1C(=O)C2C3C=CC(C3)C2C1=O (configuration not stated)	3.2%	3.8%	-7.9	5.5%	1.3	-24.7%	0.4%
O=C(c1ccccc1)c1c[nH]c(C(=O)NNc2ccccc2)c1	-13.7%	-11.4%	20.8	4.3%	-2.0	-10.6%	0.3%
COc1ccc(C(=O)NC2CCN(CC(=O)Nc3cccc(C)c3)CC2)cc1OC	-17.0%	-24.8%	9.7	2.2%	-2.4	21.2%	2.7%
COc1ccc(-c2cc(-c3n[nH]c(=S)n3-c3ccccc3OC)[nH]n2)cc1	31.7%[activator]	0.3%	6.0	-28.1%	1.9	17.4%	11.2µM*
COc1cc(C(=O)N2CCCc3ccccc32)cc(OC)c1OC	-29.8%	?	10.9	-1.3%	0.7	?	2.5%
C#CCNC(=O)C1=C[C@H](c2coc3ccccc3c2=O)C[C@H](OCc2ccc(CO)cc2)O1	1.6%	0.7%	-17.6	-7.8%	-3.7	?	3.7%
COc1ccc(CNC(=O)CN(C(=O)c2csnn2)c2ccc(F)cc2)cc1	-10.0%	13.2%	-1.0	2.5%	-1.3	-1.8%	1.6%

Part of the list above in order of molar mass, rising.
SMILES	Pf growth 48h	HCV inh	Shiga inhibitor	Tb PYK inh	CHX counter	Pf growth 96h	LmPK inhibitor
COc1ccc(-c2cc(-c3n[nH]c(=S)n3-c3ccccc3OC)[nH]n2)cc1	31.7%[activator]	0.3%	6.0	-28.1%	1.9	17.4%	11.2µM*
COc1ccc(CNC(=O)CN(C(=O)c2csnn2)c2ccc(F)cc2)cc1	-10.0%	13.2%	-1.0	2.5%	-1.3	-1.8%	1.6%
COc1ccc(C(=O)NC2CCN(CC(=O)Nc3cccc(C)c3)CC2)cc1OC	-17.0%	-24.8%	9.7	2.2%	-2.4	21.2%	2.7%

(listing goes on)
SMILES	Pf growth 48h	HCV inh	Shiga inhibitor	Tb PYK inh	CHX counter	Pf growth 96h	LmPK inhibitor
Cn1c(SCCOc2cccc(Cl)c2)nnc1-c1ccncc1	?	10.9%	40.2	0.1%	7.9	?	1.0%
COCCn1c(N/N=C(C)/C=C/c2ccccc2)nc2c1c(=O)[nH]c(=O)n2C	-7.0%	·	-15.0	·	0.9	?	-4.7%
CCOC(=O)C1(Cc2cccc(OC)c2)CCN(C2CCOCC2)CC1	23.0%	-8.9%	82.4*	-4.2%	33.2*	?	2.0%
NS(=O)(=O)c1ccc(NC(=O)NC2CCCCC2)cc1	9.0%	10.5%	6.0	-14.7%	9.2	·	7.7%
COC(=O)c1c(C)n(Cc2ccccc2)c2ccc(O)cc12	3.4%	7.1%	-9.6	?	6.8	62.5%[activator]	?
COc1cc2c(C#N)c(N3CCc4ccccc4C3)nc(N)c2c(N)n1	8.28µM*	?	19.5	-1.0%	13.5	?	1.2%
O=C(CNC(=O)c1sc2ccccc2c1Cl)Nc1ccccc1F	2.7%	9.5%	·	-0.8%	·	39.0%[activator]	·
CCOC(=O)c1c(NC(=O)CSc2nc3nc(C)cc(C)n3n2)sc(CC)c1C	20.6%	?	-5.4	-1.2%	-3.2	5.2%	2.7%
CCOC(=O)C1(CC2CCCCO2)CCN(Cc2cccnc2)CC1 (configuration not stated)	?	6.3%	-17.4	6.9%	7.2	?	-2.3%
CN=C(N)NCCCC(N)C(=O)O (configuration not stated)	12.2%	·	·	-4.4%	·	-4.6%	·
Cc1cc(=O)oc2cc(NC(=O)COc3ccccc3[N+](=O)[O-])ccc12	9.7%	-0.9%	·	0.0%	·	?	·
Cc1ccc(S(=O)(=O)N2CCN(C(=O)COC(=O)CNC(=O)c3ccc(Cl)cc3Cl)CC2)cc1	25.9%	10.5%	·	-8.9%	·	6.0%	·
CCOc1ccccc1CNC(=O)CNC(=O)c1cccs1	49.8%[activator]	5.0%	7.1	9.8%	-0.4	-8.2%	-0.5%
CC1=Nn2c(nnc2-c2ccccc2Cl)SC1	0.0%	18.6%	15.0	13.1%	-2.9	?	0.6%
Cn1c(O)c(N=NC(=N)N)c2ccccc21	68.6%[activator]	1.0%	-7.3	4.6%	-1.9	30.6%[activator]	2.3%
CS(=O)(=O)N(Cc1ccccc1)c1ccc(C(=O)Nc2ccccc2C(=O)O)cc1	?	6.4%	·	-5.6%	0.9	13.6%	6.2%
COc1ccc(CCNC(=O)C23CN(Cc4ccccc4)CC2C(c2cccc([N+](=O)[O-])c2)=NO3)cc1 (configuration not stated)	?	-25.7%	-0.7	-3.4%	5.6	?	0.9%
Cc1onc(-c2c(Cl)cccc2Cl)c1C(=O)Nc1c(C)n(C)n(-c2ccccc2)c1=O	-20.5%	20.3%	-7.5	-0.1%	1.9	?	-3.3%
C[N+]1(CCCCC[N+]2(C)CCCC2)CCCC1	8.0%	·	·	-8.7%	·	-13.1%	·
CC(C)(C)c1ccc(C(=O)NCc2ccc(Cl)cc2)cc1	?	1.4%	45.1	-11.6%	8.3	7.1%	0.6%
Cc1ccccc1NC(=O)OCc1ccccc1	32.6%[activator]	1.2%	59.3*	1.8%	27.8*	?	-7.2%
Cc1ccc(NC(=O)N2CCCC(C(=O)O)C2)cc1 (configuration not stated)	87.1%[activator]	8.8%	16.6	11.0%	11.6	26.2%	2.5%
COCCN1Cc2cccc(C(=O)Nc3ccc(C)cc3)c2C1=O	-17.7%	-9.4%	-2.4	-2.8%	-1.7	?	1.4%
Cc1ccc(CNC(=O)CCC2CCCN(Cc3cc4ccccc4o3)C2)o1 (configuration not stated)	-12.5%	7.8%	-5.5	1.3%	-1.6	-11.0%	1.5%
CCOc1ccc(CCNC(=O)Cn2c(=O)c3cccn3c3cccnc32)cc1	9.3%	-4.9%	-1.9	-1.6%	-1.5	-17.4%	6.9%
Cc1ccc(/C([O-])=C(/C(=S)NCc2ccco2)[n+]2ccccc2)cc1	·	·	-12.3	·	-1.4	?	5.1%
COc1cc(S(=O)(=O)NC2CCCC2)ccc1F	3.8%	9.2%	30.3	-5.1%	-6.9	·	2.9%
CCCCn1c(=O)[nH]c(=O)c2c1nc(Cn1ncc(Cl)c(Cl)c1=O)n2CCC	?	10µM*	-12.4	-4.6%	-3.3	?	-1.8%
COC(=O)Nc1ccc2ncn(C)c(=O)c2c1	·	-3.1%	-6.1	-6.2%	-6.5	8.4%	3.8%
COc1cccc(C(=O)N(CN2CCCC2=O)c2cccc(Cl)c2)c1	16.8%	21.8%	-10.3	-15.1%	-4.0	?	2.4%
COc1cccc(NC(=O)Cn2cnc3c(oc4nc5c(cc43)CCCC5)c2=O)c1	2.8%	-0.8%	-7.0	-2.8%	19.0	?	-10.6%
COC(=O)C(C)NC(=O)c1ccc(C(C)(C)C)cc1 (configuration not stated)	41.0%[activator]	18.4%	76.9*	-9.6%	31.4*	16.9%	-5.4%
CC(=O)Nc1ccc(NC(=O)CSc2nnc(-c3cccnc3)o2)cc1	37.0%	0.0%	·	4.2%	·	28.4%	·
Cc1cc2ncn(CCOc3ccccc3C#N)c2cc1C	?	-29.5%	-1.7	-2.2%	18.0	13.1µM*	-2.1%
Cc1c(NC(=O)CS(=O)(=O)c2ccccc2)c(=O)n(-c2ccccc2)n1C	7.8%	28.5%	39.1	0.5%	-2.6	40.1%[activator]	3.7%
O=C(CN1CCOc2ccccc21)NCc1ccccc1	19.7%	3.0%	-6.8	-0.1%	0.6	38.9%[activator]	1.5%
CSc1ncccc1C(=O)OCC(=O)NC(C)C	238.6%	-1.4%	-5.9	-4.0%	-4.7	5.3%	-6.1%
COCCN(C(=O)c1snc(C(N)=O)c1N)C(C(=O)NC1CCCCC1)c1cc(OC)c(OC)c(OC)c1 (configuration not stated)	-10.4%	9.0%	-2.9	0.0%	-1.2	7.1%	1.3%
COc1ccc(-c2nnn(CCc3nn[nH]n3)n2)cc1OC	24.4%	3.4%	17.5	9.3%	-4.1	?	-0.9%
S=c1[nH]nc(-c2ccc(Cl)cc2Cl)n1-c1ccc(Cl)cc1	6.8%	4.4%	-9.4	?	-1.0	?	?
C=C(C)Cn1c(N2CC(C)CC(C)C2)nc2c1c(=O)[nH]c(=O)n2C (configuration not stated)	-0.3%	5.0%	7.2	1.4%	-2.4	?	0.6%
CC(C)(C)c1ccc(C(=O)NCC(=O)O)cc1	9.0%	3.5%	6.3	-7.2%	-0.3	18.8%	-4.2%
CN(C)c1ccc(CN2CCCCCC2)cc1	·	13.9%	-13.3	1.0%	-0.6	0.0%	15.0%
CC(C)CC(NC(=O)C1CCC(C)CC1)C(=O)Nc1ccccn1 (configuration not stated)	42.3%[activator]	-8.0%	130.7*	-0.5%	26.9*	?	-14.1%
O=c1[nH]c(SCc2ccccc2)nc2ccsc12	22.2%	1.6%	23.6	3.3%	36.0*	38.1%[activator]	-4.6%
CCC[C@@H](CN[C@@H](CNC)[C@H](C)CC)NCC1CCC(C(C)(C)C)CC1 (some centres not stated)	?	7.94µM*	-4.5	1.4%	1.0	3.29µM*	-1.2%
CC1(C)Cc2c(sc3nc(SCC(=O)O)nc(N)c23)CO1	13.0%	1.8%	24.2	?	-3.6	38.3%[activator]	?
O=C1CCc2cc(S(=O)(=O)NC(Cc3ccccc3)C(=O)NC3CCCC3)ccc2N1 (configuration not stated)	·	-3.5%	0.7	-0.6%	-4.9	?	6.0%
C=CCSc1nnc(-c2cc(C(C)(C)C)nn2Cc2ccc(F)cc2)n1C	13.1µM*	-12.1%	7.1	0.4%	-2.8	9.28µM*	0.3%
COc1ccc(OC)c(NC(=O)C2CCCN(S(=O)(=O)c3ccc(-n4cnnn4)cc3)C2)c1 (configuration not stated)	?	?	-11.0	-1.6%	10.6	1.2%	0.9%

New compounds follow
SMILES	Pf growth 48h	HCV inh	Shiga inhibitor	Tb PYK inh	CHX counter	Pf growth 96h	LmPK inhibitor
COc1ccccc1C1CCN(c2ccc([N+](=O)[O-])c(OC)c2)CC1	-13.0%	?	64.4*	5.5%	34.7*	0.0%	-0.8%
COc1ccccc1N/C=C(\C#N)c1nc2ccccc2[nH]1	?	?	1.9	-2.1%	12.0	124.6%[activator]	0.3%
Cc1csc(SCC(=O)Nc2cc(S(=O)(=O)N3CCOCC3)ccc2N2CCOCC2)n1	?	0.8%	-1.7	-6.2%	-1.0	?	-0.5%
O=C(N=Nc1c(O)[nH]c(=O)[nH]c1=O)C1COc2ccccc2O1 (configuration not stated)	?	7.2%	-4.9	10.8%	1.5	?	4.4%
